# RMI FANCM FP: RMI-FANCM interaction inhibition; FP signal (polarization) at 33 µM; 0.58% of 70,000 active; Fluorescence polarization, RMI core complex with F-MM2 peptide; stronger effect = lower value; in the data active means FP signal below about 40; further: inactives centre near 61; strong numbers were not always called active; unit not given here
# An asterisk follows results filed as active; & = joins results of further samples. These rows are one share of the data; count on the stated rates, not on these rows.
SMILES,RMI FANCM FP
O=[N+]([O-])c1cc(/C=N\N=C/c2csc([N+](=O)[O-])c2)cs1,55
CSc1ncnc2nc[nH]c12,55&59
COc1cccc(CSc2nc(CC(=O)NCc3cccs3)cc(=O)[nH]2)c1,55
Cc1c(C(=O)C(=O)NCCC2=CCCCC2)c2ccccc2n1C,61
CC(=O)c1c(C)oc2ccc(N(C(=O)C3CCCCC3)S(=O)(=O)c3ccccc3)cc12,62
COc1cccc(C(=O)/C=C2\NC(=O)CS2)c1,61
Cc1cc(NC(=O)c2cc(C)no2)on1,67
CCN(CC)CCN(C(=O)CCS(=O)(=O)c1ccccc1)c1nc2cc(OC)c(OC)cc2s1,90
O=C(CSc1nnc(-c2cccs2)o1)N1CCc2ccccc21,62
Cc1cc(C(=O)Nc2ccc3nc(C)sc3c2)on1,64
N#C/C(=C/c1ccccc1N1CCN(Cc2ccccc2)CC1)S(=O)(=O)c1ccccc1,56
COC(=O)c1ccc(OC)c(Cn2cnc3c(-c4ccc(OC)cc4)csc3c2=O)c1,64
NC[C@@H]1CC[C@@H](N)[C@@H](O[C@H]2[C@H](O)[C@@H](O[C@H]3O[C@H](CO)[C@@H](O)[C@H](N)[C@H]3O)[C@H](N)C[C@@H]2N)O1,57
O=C(Nc1nnc(Cc2ccc(Cl)s2)o1)c1cccc(N2C(=O)CCC2=O)c1,71
CC1(C)S[C@@H]2[C@H](N=CN3CCCCCC3)C(=O)N2[C@H]1C(=O)O,56
CC(C)N=C(NC#N)NC(C)C,47
Cc1cc(Cl)cc(Cl)c1OCC(=O)Nc1cccc(-c2nc3ncccc3o2)c1C,60
CC(C)CCCC(C)C1CCC2C3CC[C@@]4(O)CC(O)CCC4(C)C3CCC12C (stereo not given in full),62
COc1ccc2sc(N(CCN3CCOCC3)C(=O)c3cccc(SC)c3)nc2c1,52
O=C(Oc1ccccc1)Oc1cccc2ccccc12,56
CSc1nc(C)nc(Nc2ccc(Cl)cc2Cl)c1C#N,58
Cc1ccc(Oc2ccc([N+](=O)[O-])cn2)c([N+](=O)[O-])n1,51
COC(=O)c1sccc1NC(=O)CN1CCCN(Cc2ccccc2F)S1(=O)=O,77
CCN1C(=O)c2cccc3c(NC(=O)c4c(F)cccc4F)ccc1c23,152
O=C(CSc1nc2c(-c3ccccc3)c[nH]c2c(=O)n1C1CC1)NCc1ccc(F)cc1,76
O=C(Nc1cccc(C(F)(F)F)c1)c1ccc(=O)[nH]n1,51
COc1ccc2oc(-c3csc(NC(=O)Cc4ccccc4)n3)cc2c1,76
O=C(/C=C/c1ccc([N+](=O)[O-])cc1)Nc1cccc(NC(=O)/C=C/c2ccc([N+](=O)[O-])cc2)c1,88
CN(C)S(=O)(=O)c1ccc(C(=O)Nn2cnc3c(cnn3-c3ccccc3)c2=O)cc1,53
O=C(Nc1cccc(Br)c1)C1Nc2ccccc2S(=O)(=O)N1 (stereo not given),63
CCc1ccc2nc(N(Cc3ccccc3)C(=O)c3ccno3)sc2c1,64
CCOC(=O)C1=C(C)NC(=S)NC1c1c(F)cccc1Cl (stereo not given),63
C[C@H](O)C(=O)C1=Nc2c(nc(N)[nH]c2=O)NC1,32
O=C(NN1C(=O)c2cccc3cccc(c23)C1=O)c1ccncc1,62
CCOC(=O)c1c(NC(=O)CSc2nc3sc4c(c3c(=O)n2CC)CCC4)sc(C)c1C,72
Cc1cc(NCc2cccnc2)nc(N)n1,54
COc1ccccc1NC(=O)Cn1ncn2nc(-c3ccc(C)cc3)cc2c1=O,114
O=C(Nc1ccn([C@H]2CC[C@@H](CO)O2)c(=O)n1)c1ccccc1,56
CCOc1cccc2sc(N(CCCN(C)C)C(=O)c3ccc(S(=O)(=O)N(C)Cc4ccccc4)cc3)nc12,105
O=C(NCc1ccccc1Cl)C(=O)Nc1cc2c3c(c1)CC(=O)N3CCC2,53
CC(C)(C)c1csc(NC(=O)c2cc([N+](=O)[O-])cc([N+](=O)[O-])c2)n1,60
COC(=O)c1ccccc1NS(=O)(=O)c1cc(S(=O)(=O)Nc2ccccc2C(=O)OC)c2cccc3c2c1NC3=O,30*
CN(C(=O)Cc1csc2nc(-c3ccccc3)cn12)C1CCCCC1,63
O=C(CSc1nnc(-c2ccccc2)o1)NCc1ccco1,73
COc1ccc(Cl)cc1NC(=O)NCCn1nc(-c2cccs2)ccc1=O,70
CC(=O)N1CCc2ccc(NC(=O)Cc3ccc(-c4ccccc4)cc3)cc2C1,41
CC(=O)[C@@]1(O)CCC2C3C=C(Cl)C4=CC(=O)[C@@H]5CC5[C@]4(C)C3CC[C@@]21C (stereo not given in full),58
CCOC=Nc1c(C(=O)OCC)sc2nc(SC)ncc12,55
COc1ccccc1N1CCN(CCNC(=O)C2CC(=O)N(c3ccccc3)C2)CC1 (stereo not given),62
CCOc1ccc(-c2cc(=O)n(CC(=O)NCc3ccc4c(c3)OCO4)cn2)cc1,103

# The final four compounds of the part before open the next one:
SMILES,RMI FANCM FP
CC(=O)[C@@]1(O)CCC2C3C=C(Cl)C4=CC(=O)[C@@H]5CC5[C@]4(C)C3CC[C@@]21C (stereo not given in full),58
CCOC=Nc1c(C(=O)OCC)sc2nc(SC)ncc12,55
COc1ccccc1N1CCN(CCNC(=O)C2CC(=O)N(c3ccccc3)C2)CC1 (stereo not given),62
CCOc1ccc(-c2cc(=O)n(CC(=O)NCc3ccc4c(c3)OCO4)cn2)cc1,103
CC(C)CCn1c(SCC(=O)Nc2ccc(Cl)cc2)nc2c(oc3ccccc32)c1=O,69
CC1(C)COc2cc(NC(=O)COc3ccc(Cl)cc3)ccc2NC1=O,66
CS(=O)(=O)c1ccc(CC(=O)Nc2nc3c(Cl)ccc(Cl)c3s2)cc1,53
C#CCn1c(=NC(=O)c2ccccc2[N+](=O)[O-])sc2cccc(Cl)c21,61
O=C(NCCn1ncc2c(=O)n(Cc3cccc(Cl)c3)cnc21)C12CC3CC(CC(C3)C1)C2,67
CCc1ccc(C(=O)c2cn(CC(=O)Nc3ccc(C(C)C)cc3)c3ccccc3c2=O)cc1,70
O=C(CN1C(=O)CCC1=O)Nc1ccc2c3c(cccc13)CC2,53
N#C/C(=C\C=C\c1ccc([N+](=O)[O-])cc1)c1nc(-c2ccc(Cl)cc2)cs1,30
COc1ccc2ncc(C#N)c(Nc3cc(OC)c(OC)c(OC)c3)c2c1,63
CCn1cc(C(=O)N2CCN(Cc3ccc(C)cc3)CC2)c2nn(-c3ccccc3)c(=O)c-2c1,56
O=c1cccnn1CCCNS(=O)(=O)c1cccs1,60
O=C(CSCSCC(=O)NCc1ccccc1)NCc1ccccc1,53
O=C(Nc1ccc(Cc2ccc(NC(=O)c3ccccc3Cl)cc2)cc1)c1ccccc1Cl,61
O=C(NCC(c1ccco1)N1CCN(c2ccc(F)cc2)CC1)c1cccc(Cl)c1 (stereo not given),53
S=C(c1cccc(Br)c1)N1CCN(C(=S)c2ccccn2)CC1,61
Cc1nnc(-c2ccc(NC(=O)COc3ccc(Cl)cc3Cl)cc2)o1,78
CCCOc1ccc(N2CCN(C(=O)c3ccccc3SCC)CC2)nn1,63
O=C(Cc1cccc2ccccc12)N1CCN(c2ccc3nncn3n2)CC1,70
CCOC(=O)C1CCN(c2nc(OC)nc(OC)n2)CC1,51
C[C@]12CC[C@@H](O)C[C@H]1CCc1ccccc12,55
CSc1ccc(CC(=O)Nc2cccc(C)n2)cc1,68
CN1CCCc2cc(C(CNC(=O)C(=O)NCc3ccc4c(c3)OCO4)N3CCCCC3)ccc21 (stereo not given),61
O=C(C1CC1)N1CCc2ccc(NC(=O)C34CC5CC(CC(C5)C3)C4)cc2C1,66
Cc1ccc(-c2ccc(N3CCN(C(=O)c4cccs4)CC3)nn2)c(C)c1,70
O=[N+]([O-])c1ccc(SC2=NCCS2)nc1,62
Cc1ccc2c(c1)N(Cc1nc(-c3ccc(OC(F)(F)F)cc3)no1)C(=O)CO2,68
Cc1ccccc1NC(=O)C12CCC(C)(C(=O)C1Br)C2(C)C (stereo not given),58
COc1ccccc1NC(=O)N1CCCC(c2nnc(-c3ccc4c(c3)OCO4)o2)C1 (stereo not given),61
O=C(O)CCSc1ncnc2scc(-c3ccc(Cl)cc3)c12,72
CCOc1ccc(NC(=O)c2ccc(S(=O)(=O)c3ccc(Br)cc3)nc2)cc1,130
COc1ccc(SCCC(=O)O)cc1,68
CCCc1cc(=O)n(CC(=O)Nc2ccc(C)c(C)c2)cn1,66
C=CCn1c(SCC(=O)c2cc(C)n(-c3ccc(F)cc3)c2C)nc2sc3c(c2c1=O)CCC(C)C3 (stereo not given),72
CCOC(=O)Cn1c(=NC(=O)c2ccc([N+](=O)[O-])s2)sc2cc(Br)ccc21,64
CCOC(=O)c1c(C)nn(-c2ncccc2NC(=S)NCc2ccco2)c1C,51
Cc1ccc(N2CC(C(=O)NCCS(=O)(=O)N3CCN(c4ccccc4F)CC3)CC2=O)cc1 (stereo not given),58
C/C=C(\C)C(=O)Nc1cc(C)ccc1-n1cccc1,53
O=C(Nc1nc(CN2CCc3ccccc3C2)cs1)c1ccc(C(F)(F)F)cc1,67
O=C(Nc1nnc(-c2ccncc2)o1)c1ccc2ccccc2c1,72
CCOC(=O)CNC(=O)c1cc2cc(Br)ccc2o1,64

# Continued, starting with the last six of the part before.
SMILES,RMI FANCM FP
CCOC(=O)c1c(C)nn(-c2ncccc2NC(=S)NCc2ccco2)c1C,51
Cc1ccc(N2CC(C(=O)NCCS(=O)(=O)N3CCN(c4ccccc4F)CC3)CC2=O)cc1 (stereo not given),58
C/C=C(\C)C(=O)Nc1cc(C)ccc1-n1cccc1,53
O=C(Nc1nc(CN2CCc3ccccc3C2)cs1)c1ccc(C(F)(F)F)cc1,67
O=C(Nc1nnc(-c2ccncc2)o1)c1ccc2ccccc2c1,72
CCOC(=O)CNC(=O)c1cc2cc(Br)ccc2o1,64
NS(=O)(=O)c1cc(C(=O)O)cc(N2CCCC2)c1Oc1ccccc1,62
OC(CNC1CCN(Cc2ccccc2)CC1)COc1ccc2c(c1)OCO2 (stereo not given),56&48
Cc1nc2sc3c(c2c(=O)o1)CCCC3,53
COc1cc(NS(=O)(=O)c2ccc(N)cc2)nc(OC)n1,66&58&60
CN(C)CCCN(C(=O)CCS(=O)(=O)c1ccccc1)c1nc2cc3c(cc2s1)OCO3,104
Cc1cc2nc(N(Cc3ccccn3)C(=O)c3ccc(S(=O)(=O)N4CCCCCC4)cc3)sc2cc1C,65
CCC(=O)Nc1ccc(CN2CCN(c3ccccn3)CC2)cc1,60
COc1ccc(-c2csc(/C(C#N)=N\Nc3ccc(Cl)cc3)n2)cc1OC,46
COC(=O)C(=O)NC1C=CS(=O)(=O)C1 (stereo not given),59
CC(=O)Oc1ccc(NNc2ccccc2)cc1,56
COc1cc2c(cc1OC)C(c1c(-c3ccccc3)noc1C)=NCC2,50
CCCn1cc(SCC(=O)NC2CCCC2)c2ccccc21,60
CC(=O)Nc1ccc(S(=O)(=O)Nc2ccc3c(c2)N(C(C)=O)CC3)c(C)c1,67
Cc1cc(=O)[nH]c(-n2nc(-c3cccs3)cc2NC(=O)C2CC2)n1,63
CC(C)C(=O)N1CCN(c2nc3ccc([N+](=O)[O-])cc3s2)CC1,53
COc1ccc(-c2cn3c(CC(=O)Nc4ccc(C(F)(F)F)cc4)csc3n2)cc1,63
CC(C)NCC(O)COCCOc1ccc(C(C)(C)C)cc1 (stereo not given),75
COc1ccc(OC)c(S(=O)(=O)NCCn2nc(-c3cccs3)ccc2=O)c1,65
CS(=O)(=O)c1nc2ccccc2n1CC(=O)N1CCCc2ccccc21,53
O=C(Cc1ccccc1)NCCOc1ccccc1,62
CC1=CC(C)(C)N(C(C)C)C(=O)N1c1ccc(C)cc1,56
Cc1ccc2nc3sc(Nc4cc(F)ccc4F)nn3c(=O)c2c1,74
O=C(Nc1ccc(Cl)cc1[N+](=O)[O-])C1COc2ccccc2O1 (stereo not given),64
O=C(COc1ccc(Cl)cc1Cl)NCC1CCN(Cc2cccs2)CC1,83
Cc1cc(C)c[n+](CC(N)=O)c1,62
COc1ccc(-n2cc(-c3ccccc3)c3c(=S)nc[nH]c32)cc1,62
NC(N)=NC(=O)c1nc(Cl)c(N2CCCCCC2)nc1N,77&74
O=S(=O)(Nc1ccc2cn[nH]c2c1)c1ccc(Br)cc1,65
CN1C(=O)C(C)(C)COc2ccc(NS(=O)(=O)Cc3ccccc3Cl)cc21,66
CCSc1ccc(NC(=O)C(C)C)nn1,66
CC(=O)N1CCN(C(=O)C(=O)NCC(c2ccc(N(C)C)cc2)N2CCOCC2)CC1 (stereo not given),52
CCS(=O)(=O)c1ccccc1C(=O)N1CCC(c2nc3ccccc3s2)CC1,68
O=C(Nc1c(F)cc(F)cc1Br)c1cc(-c2ccc3c(c2)OCO3)on1,58
O=C(NCc1ccc(-c2cccs2)cc1)c1ncoc1-c1ccccc1,50
COc1ccc(Oc2ccc([N+](=O)[O-])cc2-c2nc(-c3ccc(OS(=O)(=O)N(C)C)cc3)no2)cc1,60
CC(=O)Nc1ccc(SCCCC(=O)Nc2cc(C)on2)nn1,61
O=C(CSc1ncc(-c2ccc(F)cc2)o1)NCc1ccccc1,67
CCN(CC)CCN(C(=O)c1ccc(S(=O)(=O)N(CC)Cc2ccccc2)cc1)c1nc2cc(OC)ccc2s1,92
CCOC(=O)c1oc2cc(O)ccc2c(=O)c1-c1ccc2c(c1)OCCO2,67
Cc1cc(NC(=O)CSc2nc(-c3ccccc3)cc(=O)[nH]2)no1,53
CCc1ccccc1NC(=O)/C=C/c1ccc(C)o1,58
NCCCCCCNS(=O)(=O)c1cccc2c(Cl)cccc12,76&64&70

# Screens deposited in PubChem by Small Molecule Screening Facility, UW Madison.
